Compound activity (PubChem)
sgs1 mgt1: NCI yeast anticancer drug screen, S. cerevisiae sgs1 mgt1 strain. growth inhibition, % at 50 µM. 78,000 compounds, 10% hits. AID 161, 2004;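 also: 0% = growth of vehicle-only cultures of the same strain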
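Genetically altered yeast, compound exposure, growth inhibition relative to vehicle.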
yeast mlh1 rad18: NCI yeast anticancer drug screen, S. cerevisiae mlh1 rad18 strain | growth inhibition, % at 50 µM | 79,000 compounds, 11% hits | AID 175, 2004;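 also: 0% = growth of vehicle-only cultures of the same strain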
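Yeast w/ defined DNA-repair lesions; compound exposure; growth vs vehicle controls → % inhibition.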
cln2 rad14: NCI yeast anticancer drug screen, S. cerevisiae cln2 rad14 strain; growth inhibition, % at 50 µM; 78,000 compounds, 8.3% hits; AID 165, 2004;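 also: 0% = growth of vehicle-only cultures of the same strain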
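Each compound was tested on cln2 rad14 yeast. Inhibition of growth was calculated against vehicle-exposed controls.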
rad50: NCI yeast anticancer drug screen, S. cerevisiae rad50 strain; % growth inhibition at 50 µM; 79,000 compounds, 10% hits; AID 155, 2004;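 also: 0% = growth of vehicle-only cultures of the same strain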
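Growth of the mutant yeast was measured after compound exposure and referenced to vehicle-treated cultures.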
bub3: NCI yeast anticancer drug screen, S. cerevisiae bub3 mutant strain; growth inhibition, % at 50 µM; 78,000 compounds, 9.9% hits; AID 167, 2004;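 also: 0% = growth of vehicle-only cultures of the same strain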
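Inhibition values come from growth of compound-treated mutant yeast normalised to vehicle-treated controls.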
mec2-1: NCI yeast anticancer drug screen, S. cerevisiae mec2-1 strain | AID 157, 2004 | 79,000 compounds, 9% hits | % growth inhibition at 50 µM;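 also: 0% = growth of vehicle-only cultures of the same strain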
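Mutant yeast (mec2-1) grown with compound; growth inhibition relative to vehicle control reported.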
* hit, by the source's call; nt = not tested or not shown. Rule as the data show it: active = growth inhibition above about 70%; inactive = the rest.

Values run as follows: sgs1 mgt1	yeast mlh1 rad18	cln2 rad14	rad50	bub3	mec2-1
- Nc1ccc(O)c(N)c1
    27	31	14	35	-8	24
- Cc1ccc(OC/C=C/c2ccc(C#N)cc2)cc1
    -4	-3	-18	3	2	0
- CC1(C)CCC(C)(C)NC(=S)N1
    21	11	2	13	14	-8
- COc1ccc(NC(=O)CSc2cc(Cl)ccc2Cl)cc1
    32	28	19	11	22	7
- O=C(O)C(Cc1ccccc1)N=Cc1ccc(O)cc1 (stereo not drawn)
    7	-1	44	11	20	12
- N#C/C(=C\C1CC(Cl)CC(Cl)C1O)C1CCC([N+](=O)[O-])CC1 (stereo not drawn)
    -4	-2	-15	9	7	7
- Cc1cc2c(cc1C)C(=O)c1cc3c(cc1C2=O)OCO3
    2	-3	-10	3	-30	3
- C/C(CC1=CCCCC1)=N\NC(N)=O
    -21	-13	-28	-18	-5	-18
- Nc1nc(N)nc(-c2ccccc2N)n1
    -14	6	-45	2	-23	-8
- O=C(O)C(Nc1cccc2ccccc12)c1ccccc1 (stereo not drawn)
    -13	-22	-10	-9	-4	-1
- CCCCCCCCCCCCCCCCCC#N
    -3	40	-52	37	6	21
- C=C(C)CNC(C)=O
    0	2	0	-8	3	3
- O=C1C2C(c3ccccc3)=C(c3ccccc3)C1[C@@]1(c3ccccc3)C(c3ccccc3)=CC(=O)[C@@H]21 (stereo partly drawn)
    -18	2	-10	-16	-7	-1
- O=P(c1ccccc1)(c1ccccc1)C(O)c1ccc(F)cc1 (stereo not drawn)
    7	-7	2	-12	1	-15
- Cc1nc2cc(C)c(C)cc2[nH]1
    4	6	-9	-8	9	-1
- CCOC(=O)[C@@H](F)[C@H](Br)C(=O)OCC
    88*	93*	89*	89*	85*	93*
- CCN(CC)c1ccc(N)cc1Cl
    nt	5	nt	8	nt	-5
- CC(C)(C)c1cc(C(=O)O)ccc1C(=O)O
    -3	-8	-4	-4	-26	12
- Nc1ncnc2c1c(-c1ccccc1)cn2-c1ccccc1
    99*	98*	95*	98*	96*	97*
- CN(C)CCN1CC2C3CCCCC3=C3CCCCC3C2C1 (stereo not drawn)
    32	38	-24	0	24	10

Pulled one by one from the list above (four):
Values run as follows: sgs1 mgt1	yeast mlh1 rad18	cln2 rad14	rad50	bub3	mec2-1
- Nc1ncnc2c1c(-c1ccccc1)cn2-c1ccccc1
    99*	98*	95*	98*	96*	97*
- O=P(c1ccccc1)(c1ccccc1)C(O)c1ccc(F)cc1 (stereo not drawn)
    7	-7	2	-12	1	-15
- CCOC(=O)[C@@H](F)[C@H](Br)C(=O)OCC
    88*	93*	89*	89*	85*	93*
- C=C(C)CNC(C)=O
    0	2	0	-8	3	3

Other results follow.
Values run as follows: sgs1 mgt1	yeast mlh1 rad18	cln2 rad14	rad50	bub3	mec2-1
- Cc1[nH]c(-c2ccccc2)c2nc(N(C)C)oc(=O)c12
    17	-5	10	-11	34	29
- CCC(C(=O)CCN(C)C)(c1ccccc1)c1ccccc1
    99*	100*	99*	100*	100*	100*
- CCC[CH2][Sn]([CH2]CCC)([O]C(=O)Cc1ccc(F)cc1)[O]C(=O)Cc1ccc(F)cc1
    83*	76*	78*	87*	76*	82*
- CC(C)=CCC/C(C)=C/CCC1(C)C=Cc2c(c3ccccc3oc2=O)O1 (stereo not drawn)
    58	77*	52	20	23	15
- N/C(CSCCSC/C(N)=N/O)=N\O
    -22	-5	8	-23	-20	-25
- O=C(/C=C/c1ccc(OCC(=O)N2CCN(c3ccccc3)CC2)cc1)c1ccccc1
    36	11	-6	13	17	16
- Cc1ccc(S(=O)(=O)NCCCSCCSCCCN)cc1
    -8	1	0	0	-12	-16
- CC(C)SCC(N)C(=O)O (stereo not drawn)
    -3	-16	-15	-18	-12	-11
- O=C(O)CCC(=O)c1ccc2ccc3cccc4ccc1c2c34
    12	-9	6	-3	21	14
- O=C(C1CCC2c3ccccc3CCC2C1C(=O)N1CCCCC1)N1CCCCC1 (stereo not drawn)
    36	29	21	39	4	12
- CCOC(=O)CCc1c(C)c2c(OC(C)=O)cc(OC(C)=O)cc2oc1=O
    17	2	13	32	-1	1
- O=C(NC(CS)C(=O)O)c1cnc2ccccc2n1 (stereo not drawn)
    21	0	-10	-5	19	-13
- CNCSc1ccccc1
    -2	-1	-12	-7	-30	-20
- COC1OC2COC(c3ccccc3)OC2C(=O)C1OS(=O)(=O)c1ccc(C)cc1 (stereo not drawn)
    -10	-3	7	-27	4	-4
- COc1ccc(/C=C2\CN(C)C/C(=C\c3ccc(OC)c(OC)c3OC)C2=O)c(OC)c1OC
    92*	91*	91*	85*	96*	94*
- CC(C)(C)c1cc(C2c3cc4c(cc3OC(O)(CO)C2C(=O)O)OCO4)cc(C(C)(C)C)c1O (stereo not drawn) (tested in a mixture with another compound)
    37	53	72*	50	55	50
- CCCc1nc(N)[nH]c(=O)c1I
    -15	0	5	-26	8	-9
- COc1cc(CC(=O)c2ccc3c(c2)OCO3)cc(OC)c1OC
    -9	-25	-16	-10	5	-5
- COc1ccc2c(c1)C(=O)CC(C(N)=O)C2 (stereo not drawn)
    -30	-32	4	21	-14	3
- Cc1ccc(/C=N/NC(=O)Cc2cccc3ccccc23)cc1
    33	21	-11	-2	17	13
- Cc1ccnc(=S)[nH]1
    33	18	13	17	24	5
- O=C1C2C3CCC(O3)C2C(=O)N1Cc1ccccc1CN1C(=O)C2C3CCC(O3)C2C1=O (stereo not drawn)
    89*	96*	99*	82*	98*	95*
- COc1ccc(CCNC(=S)/N=C\C2=C(O)c3ccccc3C2=O)cc1OC
    -18	-19	5	-26	-5	-52
- NC(=O)C(=O)c1cc(Cl)c(Cl)c(Cl)c1Cl
    12	-4	-9	-12	-5	-14
- O=C(O)CCC(=O)CCC(=O)c1ccc(O)c2ncccc12
    17	22	26	-7	16	6
- CC1(C)SC(N)=NC1=O
    30	24	20	33	6	11
- Nc1ccc(S(=O)(=O)O)cc1N
    -8	-4	-20	-15	3	-11
- N#CC(C(=O)C(=O)Nc1cccc(C(F)(F)F)c1)c1c(Cl)cccc1Cl (stereo not drawn)
    17	2	-35	10	-2	12
- N#CI1OC(C(F)(F)F)(C(F)(F)F)c2ccccc21
    88*	92*	89*	45	87*	92*
- c1ccc2c(c1)ccc1c2c[n+](CCCCCCCC[n+]2cc3c4ccccc4ccc3c3ccccc32)c2ccccc12
    88*	90*	86*	88*	83*	92*
- CCCCSC(C)=O
    -21	4	-4	-22	-19	-20
- Cc1ccc(S(=O)(=O)OCC23CCC(CO)(CC2)CC3)cc1
    -1	14	16	10	27	-2
- COC(=O)C1c2cc3c(c(O)c2CCC1(C)O)C(=O)c1c(O)cc2c(c1C3=O)OC1OC2(C)C(O)C(N(C)C)C1O (stereo not drawn)
    93*	93*	69	92*	84*	86*
- CC1=Nc2nc(=N)nc3cccc(n23)N1
    -7	6	-6	-4	-8	-7
- CSC1=NS(=O)(=O)c2cc(C(=O)NN(C)C(=O)c3cc4c(cc3Cl)SC(SC)=NS4(=O)=O)c(Cl)cc2S1
    6	44	53	2	44	35
- COC(=O)C(C)NC(=O)Cc1ccccc1 (stereo not drawn)
    nt	-6	nt	-5	nt	-16
- O=C1CCCC(=O)N1n1c(Cc2ccccc2)n[nH]c1=O
    27	-14	-1	3	0	-18
- CCCCCC(C)(C)Cl
    -6	-5	10	-3	14	4
- COC(=O)C(CSC(=O)c1ccccc1)NC(=O)CNC(=O)CNC(=O)C(CCCCNC(=O)OCc1ccccc1)NC(=O)CNC(=O)C(CSC(c1ccccc1)(c1ccccc1)c1ccccc1)NC(=O)OCc1ccccc1 (stereo not drawn)
    26	32	-6	-5	-53	23
- CC(=O)N(O)CC(C)(C)O
    -19	4	9	-7	2	-6
- COC(=O)c1csnn1
    13	10	8	1	4	11
- Fc1ccccc1N=Cc1ccc(C=Nc2ccccc2F)cc1
    24	26	21	4	46	-11
- CCCCC1(N=[N+]=[N-])C(=O)C2C=CC=C3c4ccccc4N(C1=O)C32 (stereo not drawn)
    -6	3	-43	-1	35	-11
- NC1CC(N)CC(N)C1 (stereo not drawn)
    26	-2	-23	9	-19	0
- Nc1cc(Cl)nc(Cl)n1
    2	4	10	2	-19	-26
- NC(=O)C1=Cc2cc(Cl)ccc2OC1
    -2	12	8	16	17	24
- O=C1OC2CCC(Br)CC2C=C1C1CCC([N+](=O)[O-])CC1 (stereo not drawn)
    27	21	25	22	38	26
- CCCCCc1ccccn1
    -25	-11	-29	1	12	19
- c1cc(-c2sc(-c3ccncc3)c(-c3ccncc3)c2-c2ccncc2)ccn1
    47	80*	46	96*	51	21
- CCCCCc1cc(C(=O)N/N=C/c2ccc(NC(C)=O)cc2)c2ccccc2n1
    4	28	-10	-34	-2	7
- COC(=O)C(CCC1(C)OCCO1)C(C)=O (stereo not drawn)
    -9	-13	8	-10	-2	-1
- NS(=O)(=O)c1ccc(Cl)cc1
    2	-3	-23	3	-10	-14

Of the compounds above, 5 contain an aryl methoxy group:
Values run as follows: sgs1 mgt1	yeast mlh1 rad18	cln2 rad14	rad50	bub3	mec2-1
- COc1ccc(NC(=O)CSc2cc(Cl)ccc2Cl)cc1
    32	28	19	11	22	7
- COc1ccc(/C=C2\CN(C)C/C(=C\c3ccc(OC)c(OC)c3OC)C2=O)c(OC)c1OC
    92*	91*	91*	85*	96*	94*
- COc1cc(CC(=O)c2ccc3c(c2)OCO3)cc(OC)c1OC
    -9	-25	-16	-10	5	-5
- COc1ccc2c(c1)C(=O)CC(C(N)=O)C2 (stereo not drawn)
    -30	-32	4	21	-14	3
- COc1ccc(CCNC(=S)/N=C\C2=C(O)c3ccccc3C2=O)cc1OC
    -18	-19	5	-26	-5	-52
